L3MBTL1 inh = qHTS Assay for the Inhibitors of L3MBTL1; 230,000 compounds, 0.66% hits; AlphaScreen L3MBTL1–H3K9me1 peptide binding; Potency, µM (titrated, usually from 57.1 µM), without a hit: at the top dose activity, negative = inhibition, actives largely listed as inhibitors; Lethal(3)malignant brain tumor-like protein 1 (Homo sapiens), Q9Y468; active = well fitted inhibition curve with a large enough effect; also: nearly all actives have a fitted effect of over 60% in size
Target sequence (Q9Y468 whole entry, looked up): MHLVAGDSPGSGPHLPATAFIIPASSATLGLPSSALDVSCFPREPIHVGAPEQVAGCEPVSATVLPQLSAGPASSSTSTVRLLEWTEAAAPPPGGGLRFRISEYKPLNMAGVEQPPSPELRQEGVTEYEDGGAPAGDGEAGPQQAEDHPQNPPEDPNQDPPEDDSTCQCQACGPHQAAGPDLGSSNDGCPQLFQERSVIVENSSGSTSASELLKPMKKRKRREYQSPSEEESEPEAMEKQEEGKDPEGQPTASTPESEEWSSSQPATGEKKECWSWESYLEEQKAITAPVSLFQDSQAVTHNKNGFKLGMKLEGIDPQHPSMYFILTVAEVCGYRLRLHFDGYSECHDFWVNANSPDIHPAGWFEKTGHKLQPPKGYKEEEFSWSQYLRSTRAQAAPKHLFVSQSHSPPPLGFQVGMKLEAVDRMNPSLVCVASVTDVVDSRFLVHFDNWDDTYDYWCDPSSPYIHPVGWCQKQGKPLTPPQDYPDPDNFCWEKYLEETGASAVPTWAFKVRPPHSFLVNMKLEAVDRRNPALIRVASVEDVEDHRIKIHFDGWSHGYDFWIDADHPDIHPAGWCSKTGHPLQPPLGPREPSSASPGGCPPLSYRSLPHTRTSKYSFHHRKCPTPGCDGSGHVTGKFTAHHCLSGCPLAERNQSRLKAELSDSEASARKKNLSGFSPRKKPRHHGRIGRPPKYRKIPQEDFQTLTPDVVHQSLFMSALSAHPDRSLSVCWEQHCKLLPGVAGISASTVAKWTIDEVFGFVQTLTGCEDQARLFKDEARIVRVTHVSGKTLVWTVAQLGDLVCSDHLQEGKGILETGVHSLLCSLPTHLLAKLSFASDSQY
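L3MBTL1 (50 nM) pre-complexed 30 min with biotinylated H3(1-15)K9me1 peptide (75 nM), then compounds added for 30 min at room temperature; AlphaScreen streptavidin donor/nickel chelate acceptor beads (10 ug/mL final) read after 30 min dark incubation.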
Active calls of the source: *; [ ] = another dose, or the depositor's remark. % is scaled to controls: 0 for no effect and ±100 for the full control effect; potency is read from the fitted curve at half-maximal effect.

SMILES | L3MBTL1 inh
CC(C)NC(=O)Nc1cccc2c1O[C@H](CN(C)C(=O)Nc1ccc(C(F)(F)F)cc1)[C@@H](C)CN([C@H](C)CO)C2=O | 6%
CSc1ccc(CN(C)C(=O)CCNS(=O)(=O)c2ccc(C)c(C)c2)cc1 | -6%
CCOC(=O)N1CCN(S(=O)(=O)c2ccc(OC)cc2)CC1 | 8%
O=C(Nc1nnc(Cc2ccc(F)cc2)s1)Nc1ccccc1F | 4%
COc1ccccc1N1C(=O)C(Cl)=C(N2CCCC2)C1=O | 4%[2.29 µM]
CC(=O)N1CCN(S(=O)(=O)c2cccc(C(=O)OCC(=O)N(Cc3ccccc3)C(C)(C)C)c2)CC1 | 0%
Cc1ccc(C)c(OCC(=O)NNC(=O)CCN2CCN(c3ccccc3)CC2)c1 | 15%
Cc1ccc(S(=O)(=O)N(C)C)cc1NC(=O)COC(=O)CNC(=O)C12CC3CC(CC(C3)C1)C2 | 4%
O=C(/C=C/c1ccc(S(=O)(=O)N2CCOCC2)cc1)N1CCCCC1 | -1%
CS(=O)(=O)N1CCCC(C(=O)Nc2ccc(F)cc2)C1 (stereo not drawn) | -4%
CC(C)NC(=O)c1c(O)c2cccc3c2n(c1=O)CCC3 | 7%
Cn1c(N)c(C(=O)CSc2nc(C3CC3)n(-c3ccccc3)n2)c(=O)n(C)c1=O | 2%
Cc1ccc(NC(=O)CSc2nnc(CNC(=O)c3ccco3)n2C)c(C)c1 | -37%
CCc1ccc([C@H]2C(C(=O)O)=C[C@@H](C(C)(C)C)N2S(=O)(=O)c2ccc(C)cc2)cc1 | 6%
CC12CCC(=O)N1C(C(=O)NCc1ccccc1F)CS2 (stereo not drawn) | 4%
Nc1ncn([C@H]2C[C@H](O)[C@@H](CO)O2)c(=O)n1 | -7%
O=C(COC(=O)C1CCN(c2ccc(C(F)(F)F)cn2)CC1)NC1CCCCC1 | -1%
COc1cc(OC)cc(C(=O)Nc2cccc3c2CCCC3)c1 | 1%[2.29 µM]
CC1CC(C)CN(C(=O)c2nn(C)c3c2CSc2ccccc2-3)C1 (stereo not drawn) | -4%
Cc1nc(NC(=O)CN2CCCCC2)sc1C(=O)N(C)C | -1%
O=C(Nc1cccc(S(=O)(=O)N2CCCCC2)c1)C1CCCC1 | 2%
COc1ccc(N2CCN(C(=O)COC(=O)c3oc4ccccc4c3C)CC2)cc1 | -24%
CCN(CC)CCCNC(=O)c1csc(Nc2cccc3ccccc23)n1 | -6%
COc1cc(OC)cc(C(=O)Nc2ccccc2C(=O)NC2CC2)c1 | 1%
COc1ccc(COC(=O)C2CCN(S(=O)(=O)c3ccc(OC)c(OC)c3)CC2)cc1 | -7%
COc1ccccc1Nc1nc(C)cc(C)n1 | 5%
CCC(=O)c1ccc(OCC(O)CNC2CCCC2)cc1 (stereo not drawn) | -3%
O=C(COC(=O)CNS(=O)(=O)c1cc(C(F)(F)F)ccc1Cl)NC1CC1 | 4%
Cc1cccc(Nc2nc(Cl)ncc2F)c1C | 1%[2.29 µM]
NC(=O)C(NC(=O)OCc1ccccc1)c1ccccc1 (stereo not drawn) | 2%
COCCNC(=O)CN1CCN(S(=O)(=O)c2ccc3c(c2)CCCC3)CC1 | 1%
COc1cc(N/C(N)=N/c2nc(C)cc(C)n2)cc(OC)c1 | 27%
Cc1ccc(S(=O)(=O)N(C)c2ccc(C(=O)N(CC(C)C)C3CCS(=O)(=O)C3)cc2)cc1 (stereo not drawn) | -4%
O=C(NNC(=O)c1ccc2c(=O)n3c(nc2c1)CCC3)c1ccc(F)cc1 | 27%
O=C(COc1ccccc1)NC1C(=O)N2C(C(=O)O)=C(Cl)CSC12 (stereo not drawn) | -5%
Fc1ccc(OCCCCCn2ccnc2)cc1 | -4%
CC(Oc1ccc2c(c1)oc(=O)c1ccccc12)C(=O)NCC1CCC(C(=O)O)CC1 (stereo not drawn) | 2%
c1cc(-c2cc3cc4c(cc3cn2)OCO4)cs1 | -2%
COC(=O)c1c(-c2ccccc2OC)sc2cc3c(cc12)OCO3 | 17%
CC(=O)c1ccc(OCCCC(=O)N(CCC2=CCCCC2)c2c(N)n(Cc3ccccc3)c(=O)[nH]c2=O)cc1 | 2%
O=C(NCc1ccccc1F)C1CCCN1S(=O)(=O)c1ccc(Cl)cc1 (stereo not drawn) | 5%
Cc1cc(C)c(C)c(S(=O)(=O)NCCCn2ccnc2)c1C | -5%
Cc1ccc(NC(=O)CSc2nc3ccccc3nc2N2CCCC2)cc1 | 17%
Cc1cccc(C)c1NC(=O)CN(C)C(=O)c1ccccc1SCC(=O)N1CCCC1 | 2%
CCOc1ccccc1-c1nnc(SCC(=O)NC2(C#N)CCCC2)o1 | 8%
CN(C)c1ccc(C(CNS(=O)(=O)c2ccc([N+](=O)[O-])cc2)N2CCOCC2)cc1 (stereo not drawn) | 0%
CCN(CC(=O)Nc1ccc2c(c1)OCCO2)Cc1nc2cc(Cl)ccc2c(=O)[nH]1 | -2%
COc1ccc(N2CCN(C(=O)c3cc(S(=O)(=O)N4CCCCCC4)ccc3OC)CC2)cc1 | -12%
CCOc1ccc(CCNC(=O)COC(=O)C2CC2)cc1OCC | 14%
CC(C)CCN1C(=O)c2ccc(C(=O)Nc3cc(C(=O)O)cc(C(=O)O)c3)cc2C1=O | -3%
CN(C(=O)C1CCCCN1S(=O)(=O)c1ccccc1)c1ccccc1 (stereo not drawn) | -7%
CCN(CC)CCn1c2c(c(SCC(=O)Nc3cc(C)ccc3C)nc1=O)CCC2 | 8%
CCCNC(=O)c1ccc(N2CCC3(CC2)CC(c2cccc(Br)c2)=NO3)c(NC(=O)c2cccc(OC)c2)c1 | 1%
CC1(C)CC(=O)C=C(NCC(O)c2ccccc2)C1 (stereo not drawn) | 7%
NC(=NCc1ccccc1)c1cccc([N+](=O)[O-])c1 | 4%
Cc1csc(NC(=O)c2cc3ccccc3o2)n1 | -5%
O=C(COC(=O)/C=C/c1cccc(Br)c1)NC1CCCC1 | 7%
COc1ccc(Cl)cc1C1=CC(=O)C[C@H](c2ccc(F)cc2)C1 | 21%
COc1ccc(Cc2nnc(NC(=O)Nc3ccc(F)cc3)s2)cc1 | -1%
CC(C)Oc1ccc(C(=O)OCC(=O)NC(=O)NC2CCCC2)cc1 | -1%

No new results follow: 2 of the compounds above.
SMILES | L3MBTL1 inh
COc1ccc(Cc2nnc(NC(=O)Nc3ccc(F)cc3)s2)cc1 | -1%
CC(C)Oc1ccc(C(=O)OCC(=O)NC(=O)NC2CCCC2)cc1 | -1%

Later entries.
SMILES | L3MBTL1 inh
CCOC(=O)C1(Cc2ccccc2)CCCN(C(=O)C=C(C)C)C1 (stereo not drawn) | 2%
COc1ccc(CNC(=O)C(C)OC(=O)c2cccc(N(C)C)c2)cc1 (stereo not drawn) | -11%
Cc1ccc(OC(C)C(=O)N(C)c2ccccc2)c([N+](=O)[O-])n1 (stereo not drawn) | 2%
Cc1nc(-c2ccc(F)cc2)c(CC(=O)N(C)CC(=O)Nc2c(C)cccc2C)s1 | -11%
Cc1cnc(C(=O)N2CCN(S(=O)(=O)c3cccc(Br)c3)CC2)cn1 | 9%
O=C(CCNC(=O)c1ccccc1)Nc1ccc(S(=O)(=O)Nc2ncccn2)cc1 | 1%
COCc1cc(C)nc2sc(C(=O)Nc3ccccc3OC)c(N)c12 | 32%[activator]
CN1CCCC1CCNc1ccc2c(=O)c3ccccc3oc2c1 (stereo not drawn) | 10%
NC(=O)CC(NC(=O)c1ccccc1)c1ccc(N2CCC(N3CCCC3)CC2)c([N+](=O)[O-])c1 (stereo not drawn) | -10%
O=c1c2ccccc2oc2ccc(Oc3ccccc3)cc12 | 106%[activator]
Cc1ccc(C(C)C)c(OCCn2ccnc2C)c1 | -3%
COC(=O)C1CCN(C(=O)COC(=O)CSc2ccc(C(N)=O)cc2[N+](=O)[O-])CC1 | 9%

Part of the list above, tab-delimited.
mol	L3MBTL1 inh
CN(C(=O)C1CCCCN1S(=O)(=O)c1ccccc1)c1ccccc1 (stereo not drawn)	-7%
CCN(CC)CCn1c2c(c(SCC(=O)Nc3cc(C)ccc3C)nc1=O)CCC2	8%
CCCNC(=O)c1ccc(N2CCC3(CC2)CC(c2cccc(Br)c2)=NO3)c(NC(=O)c2cccc(OC)c2)c1	1%
CC1(C)CC(=O)C=C(NCC(O)c2ccccc2)C1 (stereo not drawn)	7%
NC(=NCc1ccccc1)c1cccc([N+](=O)[O-])c1	4%
Cc1csc(NC(=O)c2cc3ccccc3o2)n1	-5%
O=C(COC(=O)/C=C/c1cccc(Br)c1)NC1CCCC1	7%
COc1ccc(Cl)cc1C1=CC(=O)C[C@H](c2ccc(F)cc2)C1	21%
COc1ccc(Cc2nnc(NC(=O)Nc3ccc(F)cc3)s2)cc1	-1%
CC(C)Oc1ccc(C(=O)OCC(=O)NC(=O)NC2CCCC2)cc1	-1%
CCOC(=O)C1(Cc2ccccc2)CCCN(C(=O)C=C(C)C)C1 (stereo not drawn)	2%
COc1ccc(CNC(=O)C(C)OC(=O)c2cccc(N(C)C)c2)cc1 (stereo not drawn)	-11%
Cc1ccc(OC(C)C(=O)N(C)c2ccccc2)c([N+](=O)[O-])n1 (stereo not drawn)	2%
Cc1nc(-c2ccc(F)cc2)c(CC(=O)N(C)CC(=O)Nc2c(C)cccc2C)s1	-11%
Cc1cnc(C(=O)N2CCN(S(=O)(=O)c3cccc(Br)c3)CC2)cn1	9%
O=C(CCNC(=O)c1ccccc1)Nc1ccc(S(=O)(=O)Nc2ncccn2)cc1	1%
COCc1cc(C)nc2sc(C(=O)Nc3ccccc3OC)c(N)c12	32%[activator]
CN1CCCC1CCNc1ccc2c(=O)c3ccccc3oc2c1 (stereo not drawn)	10%
NC(=O)CC(NC(=O)c1ccccc1)c1ccc(N2CCC(N3CCCC3)CC2)c([N+](=O)[O-])c1 (stereo not drawn)	-10%

The results go on.
SMILES | L3MBTL1 inh
C[C@H](CO)N1C[C@H](C)[C@@H](CN(C)C(=O)Nc2ccc(C(F)(F)F)cc2)Oc2ccc(NC(=O)C3CC3)cc2C1=O | -1%
Cc1ccc(NC(=O)COC(=O)C2CCN(c3ccc(C(F)(F)F)cn3)CC2)cc1 | -1%
Cc1ccc(C)c(OCCC(=O)OCc2csc(CC(=O)Nc3ccccc3C)n2)c1 | 5%
N#Cc1ccccc1OCC(=O)NNC(=O)CCC1CCCC1 | 1%
O=C(CSc1ncn[nH]1)Nc1ccc(Br)cc1Br | 0%
Cc1ccc(O)c(NC(=O)c2ccc3c(c2)C(=O)N(CC(C)C)C3=O)c1 | -1%[2.29 µM]
OCC[C@H]1C[C@H](O)[C@@H](O)[C@@]2(CCc3ccccc3CO2)O1 | -7%
Cc1ccc(C(=O)OCC(=O)NC(C)C2CC3CCC2C3)cc1N (stereo not drawn) | -4%
CNc1c(-n2cc(C(=O)OC)c(C(=O)OC)c2C(=O)OC)c(=O)n(C)c(=O)n1C | 1%
C=CC(=O)N1CCCC(Nc2nc(Nc3ccc(N(C)C(=O)CC)cc3C)nc3nc[nH]c23)C1 (stereo not drawn) | 2%
Cn1nnnc1Sc1ncnc2scc(-c3ccc([N+](=O)[O-])cc3)c12 | -13%
O=C(CCNS(=O)(=O)c1c(Cl)cccc1Cl)N1CCCC1 | 5%
Cc1ccc(SCC(=O)NCCc2ccc(F)cc2)cc1 | 4%
OCC1(CCc2ccccc2)CCCN(CCCc2ccccc2)C1 (stereo not drawn) | 5%
CC1(C)CC(NS(=O)(=O)c2ccc(Cl)cc2)CC(C)(C)N1 | -3%
Cc1cc(C)c(S(=O)(=O)Nc2ncccc2C)c(C)c1 | -8%
CCCN=C1N(CC)C[C@@H]2[C@@H]3C(=O)N(C)C(=O)[C@@H]3[C@](C)(C(=O)OC)N12 | -1%
COc1cc(N)c(Cl)cc1C(=O)OCC(=O)N(C)C1CCCCC1 | 8%
COc1cc(O)c(CCC(=O)c2ccc(OC)c(OC)c2)c(OC)c1 | -1%
COCC(=O)Nc1nc(-c2ccc(-c3ccccc3)cc2)cs1 | 2%
CC(C)C(NC(=O)c1ccccc1F)C(=O)NCc1ccc(S(=O)(=O)N2CCOCC2)cc1 (stereo not drawn) | 0%
N#Cc1ccccc1OCc1cccc(S(=O)(=O)N2CCOCC2)c1 | 35%[activator]
O=C(COC(=O)CC1CCS(=O)(=O)C1)Nc1ccc(F)cc1 (stereo not drawn) | 8%
COc1ccc(CCNC(=O)CCCCC(=O)NCCc2ccc(OC)cc2)cc1 | 6%
CC1CCC2(CC1)NC(=O)N(CC(=O)Nc1cccnc1Cl)C2=O (stereo not drawn) | -2%
O=C(Nc1nc2c(F)cc(F)cc2s1)c1ccco1 | 12%
COc1cc(NS(=O)(=O)c2cc3c(cc2C)NC(=O)CO3)cc(OC)c1 | -7%
C=CCOc1ccc(/C=C/C(=O)OC(C)C(=O)Nc2ccc(NC(C)=O)cc2)cc1 (stereo not drawn) | 4%
Cc1ccc(OCC(=O)NC2CCS(=O)(=O)C2)c([N+](=O)[O-])n1 (stereo not drawn) | 2%
CCC(CCCO)CCC[C@H](C)CCC1OCCO1 (stereo partly drawn) | 14%
CN(C(=O)c1cn2ccccc2n1)c1c(N)n(Cc2ccccc2)c(=O)[nH]c1=O | -5%
COc1ccc(OC)c(NC(=O)CCN2CCN(C/C=C/c3ccccc3)CC2)c1 | -5%
CC(C)NC(=O)N(C)C[C@@H]1Oc2c(NS(=O)(=O)c3ccccc3)cccc2C(=O)N([C@@H](C)CO)C[C@@H]1C | -3%
O=C(CSC(=S)N1CCCC1)N1CCN(S(=O)(=O)c2cccc(F)c2)CC1 | -7%
Cc1cc(NC(=O)CCN2CC(C)OC(C)C2)ccc1Br (stereo not drawn) | 2%
CCCNC(=O)C(Cc1ccccc1C)NC(=O)c1ccc(C#N)cc1 (stereo not drawn) | 0%
CCN(CC(=O)NCc1cccs1)C(=O)/C=C/c1cc(OC)ccc1OC | 0%
C=CC[C@H](CC(=O)NCCO)C(=O)N[C@H](COC(=O)[C@@H](CC=C)CC(=O)OC(C)(C)C)Cc1ccccc1 | 2%
COc1ccc(NC(=O)C2C3CCC(O3)C2C(=O)O)c(C)c1 (stereo not drawn) | 5%

These rows are one share of the data, so the mix of outcomes need not match the whole.
